Screening data deposited in PubChem by several laboratories.
Keap1 Nrf2 FP – inhibitors of human Keap1-Nrf2 protein-protein interaction; Q14145; AID 504523; inhibition, % at 9.4 µM; 340,000 tested, 0.15% active; Keap1 Kelch-Nrf2 peptide fluorescence polarization, 1536-well; in the data active = inhibition above about 12%;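 note: human Keap1 Kelch domain with fluorescein labeled Nrf2 9mer peptide probe; 0% = neutral control wells and 100% = peptide positive control; higher means more block of Keap1 binding to Nrf2 peptide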
Pemphigus Ab inh – blocks pemphigus antibody binding to human desmoglein-3. binding (percent of control), % at 10 µM. 310,000 tested, 0.48% active. DSG3-coupled beads, scFv-anti-DSG3-GFP binding, flow cytometry; stronger effect = lower value. P32926. AID 588358;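 active = binding more than 3 SD below its plate's average and above zero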;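 note: hits lower antibody fragment binding to DSG3; some compounds called inactive have numbers as strong as hits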
DAGLB inh – diacylglycerol lipase beta (human) inhibition; Q8NCG7; HEK293T DAGLB membrane lysate, EnzChek fluorogenic substrate; inhibition, % at 5.17 µM; 340,000 tested, 0.059% active; in the data active = inhibition above about 34%;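 note: 0% = enzyme with vehicle and 100% = wells lacking enzyme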
Target sequence (Q8NCG7 whole entry, looked up): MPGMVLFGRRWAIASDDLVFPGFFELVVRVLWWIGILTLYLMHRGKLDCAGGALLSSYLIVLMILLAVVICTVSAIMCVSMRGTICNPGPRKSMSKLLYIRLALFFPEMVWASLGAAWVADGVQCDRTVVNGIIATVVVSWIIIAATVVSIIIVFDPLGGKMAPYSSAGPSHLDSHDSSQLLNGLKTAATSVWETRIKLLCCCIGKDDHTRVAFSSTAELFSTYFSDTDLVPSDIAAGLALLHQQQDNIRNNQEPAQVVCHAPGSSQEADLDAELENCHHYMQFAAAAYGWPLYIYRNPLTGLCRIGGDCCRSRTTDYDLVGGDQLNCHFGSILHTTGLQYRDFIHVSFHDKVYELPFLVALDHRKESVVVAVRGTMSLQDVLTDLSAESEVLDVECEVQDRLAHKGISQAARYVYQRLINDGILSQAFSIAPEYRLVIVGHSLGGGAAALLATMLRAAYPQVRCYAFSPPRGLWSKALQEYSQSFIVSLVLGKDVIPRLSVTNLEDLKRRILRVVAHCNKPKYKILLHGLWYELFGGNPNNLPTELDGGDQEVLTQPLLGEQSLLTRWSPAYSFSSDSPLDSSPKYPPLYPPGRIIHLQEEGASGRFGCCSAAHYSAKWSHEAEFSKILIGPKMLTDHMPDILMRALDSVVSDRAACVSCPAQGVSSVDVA
C-LANA FP – inhibitors of KSHV LANA C-terminal domain DNA binding; inhibition, % at 9 µM; 340,000 tested, 0.078% active; MBP-C-LANA/FAM-LBS DNA binding, fluorescence polarization;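 active = highest replicate inhibition at or above 60% at 9 µM, even if other replicates fall short; inactive = all replicates below 60% inhibition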;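 note: 0% = neutral control wells and 100% = 4 µM acridine orange control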
CAL PDZ FP-1 – blocks peptide binding to human CAL PDZ domain; purified CAL PDZ, TMR-peptide fluorescence polarization, 1 h; inhibition, % at 20 µM; 330,000 tested, 0.02% active; AID 504414;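 active = highest replicate inhibition of at least 40%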;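 note: plate controls were DMSO neutral control wells for no effect and unlabeled competitor peptide control wells for full effect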
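Test system: tagged CAL PDZ domain / Buffer or medium: sodium phosphate/NaCl buffer pH 7.4 with TCEP, IgG, Thesit / Reagent: TMR-labelled reporter peptide T*-PRC34 bound in PDZ groove / Compound dosing: single point, 20 µM / Schedule: 1 h incubation at room temperature before polarization reading / Technique: fluorescence polarization (mP) / Benchmarks: unlabelled peptide, DMSO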
CAL PDZ FP-2 – inhibitors of human CAL PDZ peptide binding; Q9HD26; purified CAL PDZ, TMR-peptide fluorescence polarization, 1 h; inhibition, % at 24.9 µM; 300,000 tested, 0.92% active; AID 602252;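 active = mean inhibition of at least 30% with at least half of replicates also reaching 30%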;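 note: 0% = DMSO neutral control and 100% = excess unlabeled competitor peptide PRC23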
V-ATPase pHluor – regulators of yeast V-ATPase proton transport; S. cerevisiae, pHLuorin cytosolic pH fluorescence; response, % at 10 µM; 350,000 tested, 0.37% active; AID 504577; in the data active = response mostly above about 7.3%, no sharp cut-off; inactive = mostly below about 5.4%; note: actives read high; inactives centre near 0; some compounds called inactive have numbers as strong as hits
RTF Ca sens inh – cardiac RTF calcium desensitization; P19429+P45379; IANBD-labeled cardiac RTF, Ca2+ fluorescence; inhibition, % at 7.15 µM; 340,000 tested, 0.12% active;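 active = inhibition above the mean inhibition of all tested compounds plus 3 SD, cut at about 17% in these data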;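 note: assay run at fixed EC70 calcium of 1.6 mM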
Arr AP2 block – human beta-arrestin and AP2 interaction inhibition. FITC-arrestin peptide / GST-AP2 beads, flow cytometry; AP2 beta2 appendage carries R879A mutation. inhibition, % at 10 µM. 340,000 tested, 0.31% active. AID 504490;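 active = inhibition above a set limit, near 3 SD of compounds lacking own fluorescence, cut at about 54% in these data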;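 note: plate controls were DMSO wells for no effect and 5 µM unlabelled arrestin peptide for full effect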
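Test system: GST-tagged AP2 beta2-adaptin appendage (R879A) on 4 µm glutathione beads; also added: fluorescein-tagged arrestin peptide at 50 nM final; timing: 12 min plus 1 h, RT; signal: flow cytometry, FL1 (488/535 nm); read-out: percent drop in bead-associated FITC signal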
NSD2 inh – NSD2 (human) methyltransferase inhibition | O96028 | NSD2 peptide methylation, AlphaScreen, 120 min | inhibition, % at 12.5 µM | 310,000 tested, 0.54% active; in the data active = inhibition above about 50%
* = called active by the depositor; . = not tested or not shown.

SMILES | Keap1 Nrf2 FP | Pemphigus Ab inh | DAGLB inh | C-LANA FP | CAL PDZ FP-1 | CAL PDZ FP-2 | V-ATPase pHluor | RTF Ca sens inh | Arr AP2 block | NSD2 inh
CC(C)Cc1ccc(CN2CCC(n3nccc3NC(=O)C3CCCC3)CC2)cc1 | -1 | 114 | 2 | 1.8 | . | . | 0 | -12 | -25 | 2
COc1ccc2c(c1OC)C(=O)N1C2SC(C)(C)[C@H]1C(=O)NCCCOC(C)C (some centres not stated) | -1 | 111 | -1 | 0.1 | -0.1 | -2 | 0 | -11 | 10 | 0
CN(C)N1C(=O)c2c(Cl)c(Cl)c(Cl)c(Cl)c2C1=O | -7 | 118 | -1 | -2.0 | -1.4 | 1 | 1 | -2 | 3 | 31
CC(C)=NNC1=NC(C)(C)Cc2ccccc21 | -3 | . | -4 | -0.6 | -0.7 | 0 | 1 | 8 | 18 | -6
COc1ccc(CCN(C)C(=O)CSc2nnc(-c3ccco3)o2)cc1OC | -2 | 107 | 0 | 0.0 | -1.1 | 1 | 4 | 1 | -3 | 2
O=c1[nH]c(SCc2ccccc2)nc2c1cnn2-c1ccc(F)cc1 | -4 | 105 | 0 | 0.8 | 0.2 | . | -3 | 2 | -2 | .
O=C(CN1CCCC1)Nc1ccc([N+](=O)[O-])cc1Cl | 1 | 105 | -2 | 1.0 | 0.0 | . | -3 | 6 | -16 | 14
O=C(CCN1CCOCC1)N/N=C/c1cc([N+](=O)[O-])ccc1OC(F)F | -3 | 101 | -1 | 2.3 | 0.4 | -3 | 0 | -7 | 13 | 1
Cc1ccc(O)c(NC(=O)C2CCCCC2)c1 | -6 | 98 | -1 | -0.9 | -2.4 | -3 | -2 | -7 | 0 | -3
O=C(NCc1cccc2[nH]ccc12)C1CCC(=O)N(CCc2ccccc2)C1 (configuration not stated) | -5 | 106 | -10 | 0.6 | -1.5 | -9 | 4 | -4 | 5 | 1
COC(=O)c1ccc(CO/N=C(\NC(C)=O)c2nonc2NC(C)=O)cc1 | -6 | 112 | -1 | -1.0 | 0.0 | -1 | 6 | -5 | 3 | 0
CC(C)(C)OC(=O)NCCCC[C@@H](C(=O)N1CCN(C(=O)OC(C)(C)C)CC1)n1cc(CCC(=O)O)nn1 | -4 | 97 | 3 | 1.1 | -0.1 | -2 | -3 | -3 | 1 | .

2 records drawn at random from those above:
SMILES | Keap1 Nrf2 FP | Pemphigus Ab inh | DAGLB inh | C-LANA FP | CAL PDZ FP-1 | CAL PDZ FP-2 | V-ATPase pHluor | RTF Ca sens inh | Arr AP2 block | NSD2 inh
COc1ccc(CCN(C)C(=O)CSc2nnc(-c3ccco3)o2)cc1OC | -2 | 107 | 0 | 0.0 | -1.1 | 1 | 4 | 1 | -3 | 2
CC(C)(C)OC(=O)NCCCC[C@@H](C(=O)N1CCN(C(=O)OC(C)(C)C)CC1)n1cc(CCC(=O)O)nn1 | -4 | 97 | 3 | 1.1 | -0.1 | -2 | -3 | -3 | 1 | .

The listing continues:
SMILES | Keap1 Nrf2 FP | Pemphigus Ab inh | DAGLB inh | C-LANA FP | CAL PDZ FP-1 | CAL PDZ FP-2 | V-ATPase pHluor | RTF Ca sens inh | Arr AP2 block | NSD2 inh
COc1cccc(/C=N/NC(=O)CNC(=O)c2ccc(S(=O)(=O)N3CCCC3)cc2)c1OC | 4 | 87 | 1 | -0.1 | -3.5 | -2 | -3 | -18 | 6 | 2
CCOC(=O)c1c(N)sc2c(O)c(Br)ccc12 | -1 | 102 | 0 | 0.2 | 0.0 | 1 | 7 | -4 | 13 | 9
O=C(CN1CCC(NC(=O)Nc2ccccc2)CC1)Nc1ccc([N+](=O)[O-])cc1 | 1 | 85 | 0 | 0.5 | 0.0 | -2 | 0 | -12 | -2 | 0
CC(=O)Nc1ccccc1C(=O)C(=O)Nc1cccc(C(=O)NC2CC2)c1 | 1 | 98 | 0 | -0.4 | 0.1 | -3 | 0 | 5 | 26 | 1
O=C(Oc1cccc2cccnc12)c1ccco1 | -1 | 105 | -1 | -1.0 | . | -2 | 0 | 0 | -1 | 0
COc1ccc(-c2csc(NC(=O)C3=COCCO3)n2)cc1OC | -1 | . | -1 | -0.8 | -0.3 | . | 3 | -2 | -6 | 1
Cc1cc(C)c(NC(=O)COC(=O)CCn2c(C)csc2=O)c(C)c1 | -4 | 101 | 0 | 0.6 | -1.7 | -2 | 1 | -3 | -3 | 0
COC(=O)c1cccc(C(=O)N2CCC(CO)(Cc3ccccc3Cl)CC2)c1 | -2 | . | 2 | -0.9 | -0.2 | 10 | -2 | 0 | -17 | 1
Cc1nc2ccccc2c2oc(C(=O)N3CC(C)CC(C)C3)cc12 (configuration not stated) | 0 | 102 | -2 | 1.5 | -3.9 | -6 | 1 | -2 | 6 | -6
Cc1onc(-c2c(Cl)cccc2Cl)c1C(=O)NC(=S)N1CCOCC1 | 6 | . | -1 | 1.8 | -0.6 | -4 | -2 | -2 | 29 | 3
C=CCn1c(SCCOc2ccc(OC)cc2)nnc1C(C)NC(=O)Cc1ccc(OC)cc1 (configuration not stated) | 0 | 98 | -2 | -0.1 | -1.3 | . | . | -2 | -14 | 4
CCCc1nc(SC2CCCC2)c2c(=O)n(C)c(=O)n(C)c2n1 | -2 | 102 | -3 | 2.1 | -1.4 | -1 | 7 | -2 | -3 | .
Cc1ccc(OCCCC(=O)NC(C)c2ccccc2)c(C)c1 (configuration not stated) | -2 | 98 | -6 | -0.2 | -2.7 | -1 | -2 | -2 | -3 | -4
CCOC(=O)C(C)c1n[nH]c(=O)c2ccccc12 (configuration not stated) | 1 | 100 | -1 | 1.3 | -0.9 | -2 | 6 | -4 | 9 | -2
COCCCNC(=O)CN1C(=O)CSc2ncccc21 | -1 | 109 | -2 | 0.7 | -0.1 | -5 | 1 | -2 | -2 | .
CSc1nc(NC(C)=O)nc(C)c1Br | 0 | 98 | -1 | -1.5 | -0.9 | -2 | 2 | -12 | 9 | -1
CCOc1c(Br)cc(CNc2ccc(N3CCOCC3)cc2)cc1OC | -7 | 101 | 5 | -1.8 | -1.6 | -3 | 0 | -7 | 9 | .
CC(C)=C1C2CC2C2C(C(=O)O)C12 (configuration not stated) | -3 | . | 1 | 0.2 | -0.9 | 5 | 0 | 4 | 5 | 1
CC(C(=O)OCC(=O)NC1CCCC1)N1C(=O)c2ccccc2C1=O (configuration not stated) | -5 | 98 | -2 | -0.4 | -0.2 | 0 | 0 | -1 | 15 | -1
COCCNCc1ccccc1 | -6 | 100 | -2 | 0.0 | -1.8 | . | -2 | -5 | 2 | 1
O=C(CSc1n[nH]c(=O)[nH]c1=O)Nc1ccc(SC(F)F)cc1 | 1 | 117 | 3 | 4.3 | -0.4 | -4 | -1 | -3 | 6 | 1
CSc1nc(-c2ccc(Cl)cc2Cl)[nH]c(=O)c1C#N | -6 | 102 | 18 | -0.1 | -3.7 | -2 | 0 | -18 | 0 | .
CC1CCCC(NCC(=O)Nc2ccc(C(N)=O)cc2)C1C (configuration not stated) | 0 | 106 | 2 | 1.0 | -1.8 | 0 | -1 | 13 | 11 | -3
COc1ccc(CCN=C(N)NS(=O)(=O)c2ccc(C)cc2)cc1 | -5 | 107 | -2 | 0.9 | -1.0 | -4 | 2 | 8 | 10 | -1
Cc1cc(C(=O)Nc2cccc3c2O[C@H](CN(C)CC2CC2)[C@@H](C)CN([C@H](C)CO)C3=O)n(C)n1 | -5 | 91 | -1 | -2.0 | -0.8 | -2 | 1 | -18 | -7 | .
O=C(NCc1ccco1)C1CCCN1C(=O)Nc1ccccc1Cl (configuration not stated) | -1 | 102 | 0 | -3.0 | 0.0 | 1 | 2 | 8 | 41 | -2
COC(=O)c1ccc(COC(=O)CNC(=O)CNC(=O)c2ccc(OC)cc2)cc1 | 1 | . | -1 | 0.7 | 0.4 | 2 | -4 | 5 | 30 | 0
COC(=O)c1cccc(Nc2c3c(nc4ccccc24)CCC3)c1 | 1 | 103 | 2 | 0.0 | -0.9 | -14 | -3 | -2 | 14 | 0
CN1CCN(C(=O)CCS(=O)(=O)c2cc3c(cc2Cl)NC(=O)CO3)CC1 | -3 | 102 | 1 | 0.7 | -0.1 | . | 0 | -6 | 3 | .
O=C(NC(=S)Nc1cccc(Cl)c1N1CCCCC1)c1ccco1 | 0 | 101 | -12 | 0.3 | -0.4 | . | -2 | -5 | 13 | .
Nc1nn(-c2ccccc2Cl)cc1-c1nn[nH]n1 | 0 | 108 | -1 | 4.7 | -2.7 | . | 1 | -5 | 13 | -1
N#C/C(=C/c1cccs1)c1nc2ccccc2[nH]1 | 2 | 106 | 2 | 2.0 | -2.9 | -2 | -5 | 12 | -12 | 1
COc1cccc(NC(=O)C2c3cc(OC)c(OC)cc3C(=O)N(C)C2c2cccnc2)c1 (configuration not stated) | -3 | . | -1 | 0.1 | -3.0 | -5 | 1 | -3 | 2 | 0
CN1C(=S)SC(C)(C)C1NO (configuration not stated) | -5 | 98 | -1 | 0.0 | . | -3 | 3 | -1 | 1 | -4
Cc1ccc2c(c1)N(CC(=O)c1cccc(Cl)c1)C(=O)C(C)O2 (configuration not stated) | -2 | 138 | -3 | -1.0 | -2.4 | -2 | -1 | 1 | -1 | -1
CC(NC(=O)C(C)(C)C)C(c1cccs1)N1CCOCC1 (configuration not stated) | 4 | 101 | 0 | -2.7 | 0.5 | 8 | 1 | 12 | 4 | -2
Cc1nn(C)c(C(=O)Nc2ccc(Cl)c([N+](=O)[O-])c2)c1Cl | -3 | 97 | 0 | -0.9 | 0.0 | -2 | 1 | -3 | -7 | -3
COc1ccc(NC2CCCN(C(=O)c3csc(C)n3)C2)cc1 (configuration not stated) | -4 | 111 | -3 | 0.7 | -1.6 | 0 | -1 | 0 | 12 | 2
O=C(CCn1cnc2ccccc21)N/N=C/c1ccc(O)cc1 | -2 | 92 | -1 | -0.3 | -1.7 | 1 | -2 | -10 | -1 | 1
O=C(Nc1ccc(F)c(Cl)c1)C1CCN(c2ncnc3c2nc2n3CCCCC2)CC1 | 6 | . | 0 | -0.8 | -2.5 | -1 | -1 | -6 | 8 | -2
CCOc1ccc(NS(=O)(=O)c2cc(NC(=O)C3CC3)ccc2C)cc1Br | 2 | 120 | -3 | -2.0 | -1.2 | -3 | -2 | -2 | 28 | -1
c1ccc(-c2cc3c(N4CCCCC4)ncnc3s2)cc1 | 2 | 89 | -7 | 0.1 | -1.6 | -3 | 1 | -6 | 36 | 0
O=NNc1nc2ccccc2n1Cc1ccccc1 | -1 | 98 | 0 | 0.4 | -1.6 | . | -3 | 0 | 17 | -11
Cc1ccc(C)c(N(C(=O)c2csnn2)C(C(=O)NC2CCCCC2)c2ccccn2)c1 (configuration not stated) | -2 | 100 | 1 | 1.1 | -2.1 | -3 | 2 | 2 | -16 | -1
CCc1nc(SCC(=O)Nc2cc(C)on2)c2c(C)c(C)sc2n1 | -2 | 96 | -4 | -0.1 | -0.8 | -4 | . | -3 | -4 | -1
O=C(N/N=C/c1ccco1)c1cc(-c2cccc(Br)c2)nc2ccccc12 | -2 | 113 | -2 | -0.5 | -2.3 | . | -11 | 2 | 11 | -3

This is a subset, so the mix of outcomes need not match the whole.
